BAZ2B inh – BAZ2B (human) inhibition; Q9UIF8; AlphaScreen BAZ2B-H3K14Ac peptide displacement; Potency, µM (titrated, usually from 114 µM), inactives show at the highest dose activity change, negative = inhibition, hits mostly inhibitors; 360,000 compounds, 4.4% hits; note: potency is the fitted concentration of half-maximal effect; % is set by controls: 0 for no effect and ±100 for the full control effect; nearly all actives have a fitted effect of over 60% in size
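BAZ2B (50 nM) with biotin-H3(5-23)K14Ac peptide (50 nM) in PBS pH 7.4, 0.01% Tween-20, preformed 30 min, then compound 30 min at room temperature; top concentration 110uM. AlphaScreen streptavidin donor/nickel chelate acceptor beads (10 ug/mL final), 20 min dark, signal read.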
HP1b binding inh – blocks HP1-beta chromodomain binding to methylated histone tails; P83916; 390,000 compounds, 0.56% hits; Potency, µM (doses to about 114 µM), inactives show top-dose activity change, negative = inhibition, most hits filed as inhibitors; AID 540317; AlphaScreen HP1-beta / biotin-H3K9me3 peptide binding; note: potency is the fitted concentration of half-maximal effect; nearly all actives have a fitted effect of over 70% in size; inactives centre near 23
Target sequence (P83916 whole entry, looked up): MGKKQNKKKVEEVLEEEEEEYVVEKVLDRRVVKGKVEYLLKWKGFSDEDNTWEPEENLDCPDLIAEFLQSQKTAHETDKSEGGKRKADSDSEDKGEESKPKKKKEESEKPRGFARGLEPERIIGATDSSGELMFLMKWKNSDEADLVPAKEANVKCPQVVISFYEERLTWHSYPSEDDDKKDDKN
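Compound inhibition of the preformed complex between 50 nM HP1-beta and 50 nM biotinylated H3K9me3 peptide was read by AlphaScreen. Buffer was PBS pH 7.4 with 0.01% Tween-20. Incubations ran 30 min at room temperature, with 10 ug/mL donor/acceptor beads.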
G9a inh – G9a (human) methyltransferase inhibition; Q96KQ7; G9a H3K9 monomethylation, AlphaScreen, 2 h; 350,000 compounds, 8.8% hits; Potency, µM (highest dose often 102 µM), without a hit: top-dose activity, negative = inhibition, most hits filed as inhibitors; note: potency is the fitted concentration of half-maximal effect; % is set by controls: 0 for no effect and ±100 for the full control effect; nearly all actives have a fitted effect of over 75% in size
Target sequence (Q96KQ7 913-1193 limits assumed): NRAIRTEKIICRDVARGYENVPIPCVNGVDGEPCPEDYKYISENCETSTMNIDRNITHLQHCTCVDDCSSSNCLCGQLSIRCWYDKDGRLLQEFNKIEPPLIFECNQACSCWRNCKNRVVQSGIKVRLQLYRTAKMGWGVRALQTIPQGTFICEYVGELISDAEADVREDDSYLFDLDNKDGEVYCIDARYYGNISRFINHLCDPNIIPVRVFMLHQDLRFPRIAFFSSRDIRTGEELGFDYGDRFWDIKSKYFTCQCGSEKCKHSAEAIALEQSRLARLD
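Signal arises when biotinylated H3K9 peptide, once monomethylated, bridges streptavidin donor and antibody-captured acceptor beads. Enzyme at 20 nM was preincubated 15 min with test compounds; peptide 500 nM and SAM 20 uM then reacted for 2 h.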
POLH inh – inhibitors of human DNA polymerase eta. Q9Y253. recombinant Pol eta, fluorescent DNA replication assay. Potency, µM (highest dose often 114 µM), without a hit: at the top dose activity change, negative = inhibition, hits mostly inhibitors. 390,000 compounds, 1.2% hits; note: potency is the fitted concentration of half-maximal effect; % is set by controls: 0 for no effect and ±100 for the full control effect
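Fluorescent replication assay: 50 nM final substrate added after a 15 min room-temperature compound preincubation with 10 nM enzyme. Signal taken at 0 min and again at 10 min.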
JMJD2A Tudor – inhibitors of human JMJD2A Tudor domain; AID 504339; Potency, µM (top dose mostly 114 µM), without a hit: at the highest dose activity change, negative = inhibition, hits mostly inhibitors; 390,000 compounds, 4.4% hits; O75164; AlphaScreen JMJD2A-Tudor / H3K4me3 peptide binding; note: potency is the fitted concentration of half-maximal effect; % is set by controls: 0 for no effect and ±100 for the full control effect; nearly all actives have a fitted effect of over 50% in size
PGK inhibitor – blocks T. brucei phosphoglycerate kinase. PGK/GAPDH coupled, Kinase-Glo luminescence, 60 min. Potency, µM (highest dose often 57.5 µM), without a hit: at the highest dose activity change, negative = inhibition, usual class: inhibitors. 380,000 compounds, 0.043% hits; note: potency is the fitted concentration of half-maximal effect; % is set by controls: 0 for no effect and ±100 for the full control effect; nearly all actives have a fitted effect of over 60% in size
Target sequence (P07378 whole entry, looked up): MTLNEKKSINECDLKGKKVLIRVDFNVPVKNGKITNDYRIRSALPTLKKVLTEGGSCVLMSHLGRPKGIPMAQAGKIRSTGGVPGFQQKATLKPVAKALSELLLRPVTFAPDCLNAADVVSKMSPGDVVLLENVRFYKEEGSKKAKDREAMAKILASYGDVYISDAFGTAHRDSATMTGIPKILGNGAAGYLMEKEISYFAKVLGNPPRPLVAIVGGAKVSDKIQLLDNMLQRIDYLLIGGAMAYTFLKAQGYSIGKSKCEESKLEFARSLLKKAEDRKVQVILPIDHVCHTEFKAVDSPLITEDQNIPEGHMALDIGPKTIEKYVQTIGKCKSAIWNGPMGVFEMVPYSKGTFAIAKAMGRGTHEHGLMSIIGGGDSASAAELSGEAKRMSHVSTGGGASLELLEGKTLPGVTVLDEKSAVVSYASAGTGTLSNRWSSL
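Luminescent ATP detection (Kinase-Glo Plus) follows a 60-minute room-temperature incubation, with wells lacking PGK as controls. Buffer: 100 mM TEA (pH 7.6), 5 mM MgCl2, 0.01% Tween-20. Coupling enzyme GAPDH (100 nM final) supplies unstable 1,3-BPG in-well.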
PI4K2A inh – inhibitors of human PI4K2A; Q9BTU6; purified PI4K2A, ADP-Glo luminescence, 1 h; hits give low values; activity change, negative = inhibition, % at 76.9 µM; 420,000 compounds, 0.13% hits; AID 1346378; in the data active = activity change below about -50%; inconclusive = mostly about -30% to -49%;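 note: -100% = wells without enzyme as full effect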
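In this quantitative HTS, ADP production by PI4K2A was quantified luminescently after 1 h at ambient temperature; 100 microM adenosine served as plate-quality control.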
Pin1 inh – inhibitors of human Pin1; Q13526; Pin1 FP peptide displacement, HiFluor488, 10 min; Potency, µM (doses to about 115 µM), inactives show at the top dose activity, negative = inhibition, most hits filed as inhibitors; 390,000 compounds, 0.009% hits; active = well fitted inhibition curve with a large enough effect in the polarisation, with a control signal flat, not every such curve was filed as active; inconclusive = small, poorly fitted or top-dose-only effect, or effect the other way, or a change in a side signal; inactive = no such curve, though single readings can be large or run the other way; the % refers to the polarisation; note: potency is the fitted concentration of half-maximal effect; % is set by controls: 0 for no effect and ±100 for the full control effect
Target sequence (Q13526 whole entry, looked up): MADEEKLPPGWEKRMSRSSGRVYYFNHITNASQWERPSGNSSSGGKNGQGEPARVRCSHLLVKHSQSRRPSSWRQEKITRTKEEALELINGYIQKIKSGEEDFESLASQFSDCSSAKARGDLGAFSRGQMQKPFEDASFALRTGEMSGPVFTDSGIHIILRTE
GLS inhibitor – inhibitors of human glutaminase (GLS) | O94925 | GLS enzymatic activity, qHTS titration | Potency, µM (doses to about 45.5 µM), for inactives: top-dose activity change, negative = inhibition, most hits filed as inhibitors | 410,000 compounds, 0.21% hits | AID 624170; note: potency is the fitted concentration of half-maximal effect; % is set by controls: 0 for no effect and ±100 for the full control effect
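hKGA in 45 mM KH2PO4 (pH 8.2), 0.02% Tween-20 with compound, then 1mM L-Glutamine (stock as added) plus glutamate oxidase/HRP/Amplex red coupling mix. Fluorescence read initially and after 30 min at RT; signal change reflects glutamate formation.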
Starred values were filed as active, the others as inactive; i = inactive; ? = inconclusive; . = not tested or not shown; [ ] = dose if it differs, or a comment. Unless noted, calls come from the whole dose curve; as a rule, active = well fitted curve in the direction sought with a large enough effect; inconclusive = small, poorly fitted or top-dose-only effect, or another doubt; inactive = no such curve, though single readings can be large; an effect the other way counts as inactive or inconclusive. This is a subset, so the mix of outcomes need not match the whole.

Molecule | BAZ2B inh | HP1b binding inh | G9a inh | POLH inh | JMJD2A Tudor | PGK inhibitor | PI4K2A inh | Pin1 inh | GLS inhibitor
O=C(COC(=O)[C@@H]1CCCN1S(=O)(=O)c1ccccc1F)NCc1ccc2c(c1)OCO2 | 7% | 30% | -7%[59 µM] | -11% | -18% | 2% | -2 | 2% | -3%
COc1ccc(CC(=O)Nc2ccc(S(=O)(=O)N3CCCC3)cc2)c(OC)c1 | -2% | 47%[activator] | ? | -6% | 5% | -2% | -3 | 7% | 5%
Cn1c(=O)[nH]c(=O)c2c1nc(Br)n2CCCO | -23% | 33% | ? | -3% | -12% | -7% | -2 | -1% | 4%
CCN(CC)S(=O)(=O)c1ccc(N2CCOCC2)c(NC(=O)c2ccc(C#N)cc2)c1 | ? | 40%[activator] | 11µM* | -6% | -4% | 1% | -8 | 0% | -11%
O=C(C#Cc1ccccc1)Nc1ccccc1F | 7% | 60%[activator] | . | -1% | 3% | -11% | -7 | 0% | 8%
Cn1cccc1C(=O)OCC(=O)NC(=O)c1ccc(Cl)cc1 | . | 3% | . | 1% | -21% | i | 5 | 22% | -1%
CCOC(=O)c1cnn(-c2cc(Oc3ccccc3C)ncn2)c1N | 10% | 26% | 11%[12.7 µM] | -19% | -4% | -2% | 5 | -1% | -2%
COc1cccc(Nc2sc(C(=O)c3ccc(Cl)cc3)c(N)c2C(=O)NCCc2ccc(OC)c(OC)c2)c1 | ? | -16% | 10µM* | -18% | ? | -5% | 1 | -1% | -5%
Cc1cc(NC(=O)CCN2CCC(C(N)=O)CC2)ccc1Br | -5% | 12% | 11%[59 µM] | -2% | -12% | -1% | 5 | 2% | -1%
CC1Oc2ccccc2N(CC(=O)Nc2ccc3c(c2)OCO3)C1=O (centres undefined) | 9% | 28% | 1% | -7% | -21% | -8% | 2 | -2% | -11%
CCOc1ccc(C(=O)CCC(=O)NC(CC(C)C)C(=O)OC)cc1 (centres undefined) | -11% | 12% | 5%[59 µM] | -21% | -9% | -9% | 2 | -6% | -9%
CCN(CC(=O)Nc1ccc(NC(C)=O)cc1)C(=O)c1oc2ccccc2c1C | 16% | 32% | 3%[0.501 µM] | 0% | -6% | -6% | -6 | 1% | 6%
Oc1ccc(/C=C/c2ccnc3ccccc23)cc1 | 8% | 26% | -26% | -16% | 17% | -6% | 6 | 16% | -19%
CC(C)Cn1c(N)c(C(=O)COC(=O)C2=COCCO2)c(=O)n(C)c1=O | -9% | 20% | ? | -11% | -2%[57.1 µM] | 4% | 2 | -2% | 8%
COc1ccc2c(=O)c(N3C(=O)c4ccccc4C3=O)coc2c1 | 6% | 26% | -2%[12.7 µM] | -7% | -7% | i | 4 | -12% | -5%
Cc1c(Cl)cccc1-n1c(SCC(=O)NCc2ccccc2)nc2n[nH]c(C)c2c1=N | 1% | 32% | 4%[59 µM] | -7% | -7% | i | 0 | 5% | -12%
COc1ccc(-c2cc(-c3nnc(COC(=O)c4ccc(O)cc4)o3)c3ccccc3n2)cc1OC | 1% | 71%[activator] | 30% | -19% | 7% | -6% | 1 | 15% | 8%
CCOc1cc(C2C(C(=O)OC)=C(C)NC3=C2C(=O)c2ccccc23)ccc1OC (centres undefined) | -35% | ? | ? | -19% | -32% | -8% | -1 | 6% | 4%
COc1ccc(C(=O)Oc2ccc[nH]c2=O)cc1 | -8% | 36% | 50%[2.33 µM] | -4% | -1% | 4% | ? | 2% | -2%
CCOC(=O)C1=C(O)/C(=C/c2cccc(OC)c2O)N=C1C | ? | 7% | ? | -13% | -14% | -2% | -4 | -2% | -9%
COC(=O)CC1C(=O)NCCN1C(=O)c1ccc2oc(C(C)C)nc2c1 (centres undefined) | 6% | 7% | 3% | -7% | ? | 7% | 1 | -4% | 32%[activator]
Cc1c(O)ccc(C(=O)CN2CCN(Cc3ccccc3)CC2)c1O | -31% | 72%[activator] | 79µM* | -11% | 9% | -3% | -5 | -3% | 28%
C#CCOc1nc(OCC#C)nc(OCC#C)n1 | 0% | 37% | 17%[59 µM] | -14% | -7%[11.4 µM] | -9% | 3 | 2% | 3%
Cc1ccc(Cc2c(-c3ccccc3)nc3ccc(Cl)cn23)cc1 | . | . | . | -24% | . | -9% | -1 | . | 0%
COc1ccccc1/C=C/C=N/n1c(-c2ccco2)n[nH]c1=S | ? | -22% | 1.3µM* | -18% | 28µM* | -6% | 1 | ? | ?
CCN(CC)CCn1c(-c2ccccc2)csc1=Nc1ccccc1 | 50µM* | ? | 2.2µM* | -20% | 18µM* | 8% | -1 | 1% | 30%
COc1ccc(C=NNc2ccc(S(=O)(=O)Nc3ccccc3C(=O)O)cc2[N+](=O)[O-])c(OC)c1 | . | 20µM* | . | 50µM* | 35µM* | ? | -3 | . | 13%
CCOC(=O)COc1ccc([N+](=O)[O-])cc1-c1ccnc2cc(-c3ccc(C)cc3)nn12 | -18% | -9% | 1%[59 µM] | -11% | -9% | -6% | -6 | 1% | 8%
COc1cccc2cc(C(=O)NCC3CCCO3)c(=O)oc12 (centres undefined) | -1% | 32% | 13%[59 µM] | -8% | -2% | -6% | 1 | 0% | -4%
Oc1[nH]c2c(Cl)cc(Cl)cc2c1N=NC(=S)NCC1CCCO1 (centres undefined) | -3% | 2% | 14%[59 µM] | -18% | ? | -3% | 9 | 1% | -17%
Cc1[nH]nc2c1C(c1ccsc1)C(C#N)=C(N)O2 (centres undefined) | -4% | 18% | -21%[59 µM] | -1% | -15% | -8% | 0 | -1% | 25%
CCCCc1nn2c(=O)cc(COC(=O)c3ccccc3NC(=O)C3CCCCC3)nc2s1 | -18% | 18% | 23%[59 µM] | -7% | -10% | 8% | -1 | -2% | 8%
O=C(CSc1nc2c(oc3ccccc32)c(=O)n1-c1ccccc1F)Nc1ccccc1 | 0% | 41%[activator] | 14%[59 µM] | -14% | -3% | i | 1 | 25% | 1%
C=CCN1CC(O)=C(c2ccccc2)C1=N | -19% | 35% | 7%[2.33 µM] | 8% | -5% | -5% | -1 | 0% | 3%
Cc1ccc(NC(=O)C2C(c3ccccc3)C2(Cl)Cl)c(C)c1 (centres undefined) | 8% | -6% | 29%[59 µM] | -17% | ? | 0% | -4 | -4% | 13%
COC(=O)N(NC(=O)C(O)(C(C)C)C(C)C)c1ccccc1 | 1% | 12% | 22%[59 µM] | -23% | -4% | -7% | 4 | -6% | -15%
COc1ccc(C(=O)/C=C/c2cn(CC(O)CN3CCCCCC3)c3ccccc23)cc1OC (centres undefined) | 28µM* | -18% | ? | ? | ? | 0% | -2 | ? | 0%
CCCn1c(SC(C)C(=O)NC2CCCC(C)C2C)n[nH]c1=O (centres undefined) | . | . | . | -5% | . | -1% | 1 | . | 2%
CCCCC(=O)Nc1ccc(OCc2cc(=O)n3ccc(C)cc3n2)cc1 | 6% | 32%[57 µM] | 18%[59 µM] | -2% | 8% | -1% | -1 | 2% | 3%
Cc1ccc(C)c(NC(=O)C(NS(=O)(=O)c2ccc3c(c2)CCC(=O)N3)c2ccccc2)c1 (centres undefined) | 14% | 88%[activator] | -13%[59 µM] | -22% | -7% | i | -4 | 0% | -8%
COc1ccc(C(=O)NN)cc1COc1ccc(Br)cc1 | -2% | 25% | -2% | -24% | -26% | 5% | 9 | 15% | 11%
Cc1ccc(N(CC(=O)N2CCCCCC2)S(C)(=O)=O)cc1Cl | 7% | 27% | 15%[0.501 µM] | -9% | -13% | -4% | -17 | -3% | 1%
Cc1ccc(S(=O)(=O)N(C)c2ccccc2C(=O)Nc2c(F)cccc2F)cc1 | -11% | 5% | 9% | -12% | -29% | -8% | -11 | -6% | 4%
S=c1[nH]nc(-c2cc(-c3ccccc3)n[nH]2)n1/N=C/c1ccc(Br)s1 | 56µM* | ? | 28µM* | ? | ? | -3% | 2 | ? | 0%
COc1ccc(-c2ccc3c(c2)[C@@H]2C[C@H](N(C)C(=O)C(C)(C)C)[C@H]([C@H](C)O)C(=O)N2CC3)cc1 | . | 15% | . | -7% | ? | -2% | 2 | -1% | -5%
COc1ccccc1C1=NS(=O)(=O)N(C)C(C(=O)Nc2cc(OC)c(OC)c(OC)c2)=C1 | -9% | 18% | -35%[59 µM] | -18% | -23% | -9% | 0 | 4% | -4%
CN(C)CCn1c2c(c(SCC(=O)Nc3ccc(F)cc3F)nc1=O)CCC2 | -1% | 34% | -2%[59 µM] | -17% | -15% | i | 6 | -1% | 4%
CCC(=O)Nc1cc(-c2cn3cccnc3n2)ccc1OC | 1% | 27%[57 µM] | 1%[59 µM] | 9% | ? | -3% | -6 | -1% | -5%
CC(=O)N[C@@H](Cc1c[nH]c2ccccc12)C(=O)OCC(=O)Nc1cc(C)on1 | . | 33% | . | -15% | -8% | -8% | -2 | 1% | -6%
O=S(=O)(c1ccc(OC(F)(F)F)cc1)N1CCC(O)(c2cccc(C(F)(F)F)c2)CC1 | 3% | 30% | -1% | -15% | -15% | . | -3 | -2% | 27%
COc1ccc(-c2cc3nc(C)cc(C)n3n2)cc1 | -1% | 43%[activator] | 7%[59 µM] | -11% | 41%[activator] | -1% | -22 | ? | 0%
CCOC(=O)c1sc(C)c2c1NC1(CCCCCC1)NC2=O | -7% | 83%[activator] | 0% | -18% | 5%[11.4 µM] | -8% | -6 | -1% | -23%
CC1=C(C(N)=O)C(c2ccc(C(C)C)cc2)n2nc(SCc3ccccc3F)nc2N1 (centres undefined) | -3% | 45%[activator] | 2%[59 µM] | 3% | -14% | -2% | -2 | 3% | 4%
CCN(CC)C(=O)CSc1nc2c(sc(=S)n2-c2ccccc2)c(=O)[nH]1 | 2% | 28% | ? | -13% | -11% | -2% | 4 | 6% | 3%
COc1ccc2cc3cc(C(=O)NCCN4CCN(c5ccccc5F)CC4)oc3nc2c1 | -29% | 10% | 15%[12.7 µM] | -15% | -15% | -7% | 0 | 31%[activator] | 4%
